# NCI-60 one-dose screen, 48 h, at 10 µM unless noted. Numbers give growth in % (100 = growth as untreated, 0 = no growth, -100 = all killed).
# TK-10: TK-10 renal cancer cells. hit rate 3.9% among 81,000. AID 1794769
# RXF 393: RXF 393 renal cancer cells. hit rate 6.9% among 77,000
# 786-0: 786-0 renal cancer cells. hit rate 5.1% among 81,000. AID 1794775
# ACHN: ACHN renal cancer | hit rate 4.9% among 81,000
# A498: A498 renal cancer cells. hit rate 5.4% among 76,000
# UO-31: UO-31 renal cancer; AID 1794768; hit rate 5.2% among 81,000
# SN12C: SN12C renal cancer cells. hit rate 3.8% among 81,000
# CAKI-1: CAKI-1 renal cancer | hit rate 4.7% among 75,000 | AID 1794772
# Active calls of the source: *; / = no result given; & = joins results of further samples; [ ] = remark or other dose. How the source made its calls: active means growth percent below 10; inactive means the rest.
# Sample of the layout, 6 compounds:
SMILES,TK-10,RXF 393,786-0,ACHN,A498,UO-31,SN12C,CAKI-1
Fc1ccc2c(-c3cncn3CCc3ccccc3)c[nH]c2c1,135,80,/,97,64,68,77,75
c1ccc(-c2csc(Nc3ncccn3)n2)nc1,97,71,92,65,82,/,94,65
N#Cc1c(-c2ccc(F)cc2)nc(N=Nc2c(O)[nH]c3ccccc23)nc1N1CCOCC1,65,63,59,65,81,60,30,/
CCCCC(=CC(C)(C)C)CCCC,100,/,99,106,85,100,106,94
Cc1ccc(C(C)C)cc1Oc1cccc(-c2c(-c3ccc(C(F)(F)F)cc3)ncn2C2CCNCC2)n1,-95*,-90*,-91*,-100*,-86*,-97*,-92*,-98*
Cn1cc(-c2csc(-c3cn(CCCN4CCOCC4)c4ccc(F)cc34)n2)c2cccnc21,75,36,57,64,36,50,78,79

# The whole of this part, from the start:
SMILES,TK-10,RXF 393,786-0,ACHN,A498,UO-31,SN12C,CAKI-1
Fc1ccc2c(-c3cncn3CCc3ccccc3)c[nH]c2c1,135,80,/,97,64,68,77,75
c1ccc(-c2csc(Nc3ncccn3)n2)nc1,97,71,92,65,82,/,94,65
N#Cc1c(-c2ccc(F)cc2)nc(N=Nc2c(O)[nH]c3ccccc23)nc1N1CCOCC1,65,63,59,65,81,60,30,/
CCCCC(=CC(C)(C)C)CCCC,100,/,99,106,85,100,106,94
Cc1ccc(C(C)C)cc1Oc1cccc(-c2c(-c3ccc(C(F)(F)F)cc3)ncn2C2CCNCC2)n1,-95*,-90*,-91*,-100*,-86*,-97*,-92*,-98*
Cn1cc(-c2csc(-c3cn(CCCN4CCOCC4)c4ccc(F)cc34)n2)c2cccnc21,75,36,57,64,36,50,78,79
CCOc1nc(-c2cccs2)n2nc(-c3ccco3)cc2n1,/,102,88,96,81,91,98,95
Cc1c[n+](=O)c2ccccc2n1[O-],107&95,113&111,106&93,96&103,138&135,80&77,107&105,/
COc1ccc(-c2n/c(=C\c3c(O)[nH]c4cc(Cl)ccc34)cc3c2=Nc2ccccc2-3)cc1,113,101,85,95,92,62,100,91
Nc1c2c(nc3ccc(Cl)cc13)CC(c1ccc(O)cc1)CC2=O (configuration not stated),81,74,57,49,87,60,59,48
Clc1ccc(N2COc3ccc4ccccc4c3C2)cc1,80,93,79,/,81,54,85,/
O=C(O)CSCc1nc2ccccc2[nH]1,121,112,103,100,97,93,93,107
COc1ccc(-c2nc3sc(C)cn3c2/C=C\c2cc(OC)c(OC)c(OC)c2)cc1,93,77,71,75,80,46,77,76
CN(C)c1cccc2ccccc12,111,99,102,95,99,89,98,94
O=C1CNC(c2ccccc2)N1O (configuration not stated),124,113,89,116,108,89,105,103
Cc1nc2ccc(Nc3nc(NCCN)nc(Nc4ccc(F)cc4)n3)cc2n1Cc1ccccc1,74,74,79,92,75,86,75,98
Cc1ccc(S(=O)(=O)C2=C3C(=C(c4ccccc4)c4ccccc43)CN(S(=O)(=O)c3ccc(C)cc3)C2)cc1,/,47,5.0*,43,87,32,55,/
O=C(COc1ccc(NC(=O)Nc2ccccc2)cc1)N=Nc1c(O)[nH]c2ccc(Br)cc12,116,73,19,85,105,86,80,72
Clc1ccc2nc(Cl)c3ccccc3c2c1,9.1*,60,47,1.3*,20,4.0*,87,77
COc1ccc(C2=NNC(c3cc(-c4cc5ccccc5o4)n(-c4ccccc4)n3)C2)cc1 (configuration not stated),97,106,105,94,98,74,107,82
COc1ccc(-c2nnc(COc3ccc(-c4nnc(N)s4)cc3)o2)cc1Cl,108,76,87,97,72,64,71,75
CC(=O)OC[C@H]1OC(Sc2sc(C(=O)c3ccc(Br)cc3)c(N)c2-c2nc3ccccc3s2)[C@@H](OC(C)=O)[C@H]1OC(C)=O (some centres not stated),127,101,101,91,89,66,94,65
COCCn1cc(-c2nc(-c3ccsc3)cs2)c2cc(F)ccc21,112,101,96,85,/,99,95,93
CC(=O)Oc1ccccc1C(=O)[Se]Cc1ccc(C[Se]C(=O)c2ccccc2OC(C)=O)cc1,103,133,108,100,80,106,104,101
Cc1cccn2c(C(=O)/C=C/c3ccc(N(C)C)cc3)cc(C(=O)/C=C/c3ccc(N(C)C)cc3)c12,120,/,102,96,99,81,99,91
O=C1O[C@H]([C@H](O)CO)C(O)=C1O,104,100,103,94,94,100,104,87
Cc1c(-c2cnc3ccc(F)cc3c2C(=O)O)nnn1-c1ccc(Cl)cc1,98,104,100,101,125,81,97,95
CN1C(=O)N(C)[C@H]2NC(NN)=N[C@H]21,97,/,100,104,98,93,100,89
COc1ccc(CC(C)=C(c2ccc(OCCN3CCOCC3)cc2)c2ccc(OCCN3CCOCC3)cc2)cc1,99,86,93,106,/,73,100,90
CCOC(=O)CC(=O)N(c1ccc(OC)cc1)C(C(=O)OC)c1ccccc1 (configuration not stated),112,110,101,90,113,94,102,95
COc1cc(-c2nc(OC)c(C#N)c(N)c2C#N)cc(OC)c1OC,/,/,106,101,100,89,98,95
CC(=O)OC1=CC(=O)c2ccccc2C1=O,134,116,103,103,71,66,106,98
COc1ccc(Nc2nccc(Nc3ccc4[nH]ncc4c3)n2)cc1,19,32,44,29,37,16,43,38
N#Cc1c(-c2ccc3c(c2)OCO3)c(C#N)c2c(C#N)c(N)nn2c1N,78,85,94,100,75,77,84,79
S=c1[nH]nc(-c2cc(-c3cccnc3)n(-c3ccccc3)n2)o1,117,125,108,101,100,76,97,/
O=S(O)c1cccs1,99,110,95,105,110,91,100,100
CC(=O)Nc1ccc(-c2ccc(NC(C)=O)c(O)c2)cc1O,112,89,97,105,92,103,97,/
CC(=O)O[C@H]1CC[C@]2(C)[C@H]3C(=O)C=C4[C@@H]5C[C@](C)(C(=O)N6CCCN(COC(=O)c7ccco7)CC6)CC[C@]5(C)CC[C@@]4(C)[C@]3(C)CC[C@H]2C1(C)C,114,/,99,88,154,81,97,96
O=c1[nH]cnc2c1ncn2C1OCC(O)C(O)C1O (configuration not stated),101,131,95,99,112,68,102,93
Cc1cccc(NC(=O)CN2CCN(c3cc(=O)n(-c4ccccc4)c4ccccc34)CC2)c1,87,75,88,78,77,62,83,80

# Looked up by structure from above:
SMILES,TK-10,RXF 393,786-0,ACHN,A498,UO-31,SN12C,CAKI-1
Cc1ccc(C(C)C)cc1Oc1cccc(-c2c(-c3ccc(C(F)(F)F)cc3)ncn2C2CCNCC2)n1,-95*,-90*,-91*,-100*,-86*,-97*,-92*,-98*
CC(=O)OC1=CC(=O)c2ccccc2C1=O,134,116,103,103,71,66,106,98
COc1ccc(-c2nc3sc(C)cn3c2/C=C\c2cc(OC)c(OC)c(OC)c2)cc1,93,77,71,75,80,46,77,76
Cc1cccc(NC(=O)CN2CCN(c3cc(=O)n(-c4ccccc4)c4ccccc34)CC2)c1,87,75,88,78,77,62,83,80
O=C(O)CSCc1nc2ccccc2[nH]1,121,112,103,100,97,93,93,107

# Single values from the list:
# O=S(O)c1cccs1 – UO-31: 91
# O=C1O[C@H]([C@H](O)CO)C(O)=C1O – 786-0: 103

# Following part
SMILES,TK-10,RXF 393,786-0,ACHN,A498,UO-31,SN12C,CAKI-1
O=C(c1cc2cc(Br)ccc2o1)c1cc2ccccc2oc1=O,116,112,100,90,120,65,92,79
CCOC(=O)C1=C(C)n2nc(CC#N)c(C#N)c2NC1c1cc(Cl)ccc1O (configuration not stated),141,108,105,91,117,65,104,/
NS(=O)(=O)c1ccc(N/C=C/C(=O)c2ccc(Cl)cc2)cc1,90,112,96,106,89,93,107,91
OCCN1CCN(c2cc(-c3cccc(OC(F)(F)F)c3)nc3ccc(N4CCCC4)cc23)CC1,69,51,63,45,68,37,59,40
CSc1ccc(N2C(N)=NC(N)=NC2(C)C)cc1,/,73,40,100,45,97,90,97
Nc1nc(Cl)c(C=O)c(N2CCOCC2)n1,111,108,102,105,109,95,107,91
Cc1cc(Cl)c(Cl)cc1Cl,107,111,105,122,87,/,97,97
CN1CCN(c2ccc3nc(/N=C/c4ccc5sc(-c6ccc(F)cc6)nc5c4)sc3c2)CC1,113,83,103,94,/,81,94,89
C=CSC(=S)Sc1ccccc1,101,101,100,100,94,105,99,80
COc1ccc(C2C=C(c3ccc(Cl)cc3)N=C3SC(C)=CN32)cc1 (configuration not stated),92,88,93,97,82,88,94,79
CCN(c1ccccc1)S(=O)(=O)c1ccc(Oc2ccccc2)c(N)c1,112&101,98&118,89,104&107,79&96,69&72,102,76&90
Nc1nc(-c2cc3ccccc3oc2=O)co1,129,114,106,99,/,69,93,97
COc1ccc(Cc2cc(-c3ccccc3)nn(CC(=O)c3ccccc3)c2=O)cc1,104,99,89,93,73,83,84,89
O=C(CCCSc1nc(-c2ccc(Cl)cc2)cc(-c2ccc(Cl)cc2)n1)NO,24,-15*,6.2*,2.3*,-3.0*,-35*,4.8*,2.1*
CC1=C(C(=O)Nc2ccc(F)cc2)C(c2ccccc2)C2=C(CC(C)(C)CC2=O)N1 (configuration not stated),104,96,85,83,47,60,70,64
O=C(c1ccccc1)C(C(c1ccccc1)N1CCOCC1)N1CCCCC1 (configuration not stated),97,116,106,107,111,93,103,95
CC(=O)c1c(C)nc2ccccc2c1/C=C/c1ccc(C(F)(F)F)cc1,82,64,73,77,62,55,67,68
Cc1oc2nc[nH]c(=O)c2c1C(=O)/C=C/c1ccc([N+](=O)[O-])cc1,120,/,91,82,91,64,87,50
COc1ccc(N2CCN(C(=O)CSc3ccc(-c4nc5cc(C)c(C)cc5[nH]4)cn3)CC2)cc1,101,94,102,78,91,65,83,73
COc1ccc(/C(N)=N/C(N)=N/c2nc(-c3ccccc3)cs2)cc1,137,101,105,87,54,76,90,87
N#CCCCCN1CCCCC1,107,100,109,111,93,96,104,101
ON1CCN=C1c1ccccc1Cl,110,116,103,118,92,100,95,100
CCCCc1nc(/C=C/C(=O)c2ccc(S(N)(=O)=O)cc2)c(Cl)[nH]1,96,138,90,101,104,88,106,92
COC(c1ccccc1)C(Br)C(=O)c1ccccc1 (configuration not stated),92,89,92,95,99,76,94,85
CCCCCS(=O)(=O)CCCCC,96,99,98,98,106,97,105,102
COc1ccccc1Nc1ccc(N)cc1S(=O)(=O)O,94,130,97,101,124,89,98,/
COc1c(N2CC3CCCN(C(C)=O)C3C2)c(F)cc2c(=O)c(C(=O)N[C@H]3C(OC(C)=O)[C@@H](OC(C)=O)C(COC(C)=O)O[C@H]3OC(C)=O)cn(C3CC3)c12 (some centres not stated),100,116,96,104,85,79,101,101
N#Cc1c(-c2cccs2)cc(-c2cnccn2)nc1SCC(=O)Nc1ccc(Cl)cc1,92,61,94,99,62,56,92,77
O=C(N/N=C/c1ccc(O)c(O)c1)c1sc2ccccc2c1Cl,109,/,65,63,71,61,77,85
Cc1ccc(S(=O)(=O)NC(=O)CCC(=O)Nc2ccc(F)cc2)cc1,100,127,107,104,115,94,106,98
CC(=O)Nc1cc2ccccc2[n+](C)c1,94,112,93,106,123,89,109,/
CCOC(=O)C1[C@@H]2C(=O)N(c3ccc(OC)cc3)C(=O)[C@@H]2[C@H](c2cn(-c3ccccc3)nc2-c2ccccc2)N1Cc1ccccc1 (some centres not stated),103,84,97,85,80,111,93,90
O=CC(O)C(O)C(O)C(O)C(O)CO (configuration not stated),104&121,109&102,106&109,111&107,123&71,108&92,104&102,110&104
O=S(=O)(c1ccc(N/N=C\c2ccccc2Cl)cc1)c1ccc(N/N=C/c2ccccc2Cl)cc1,110,106,98,83,94,64,87,62
NNc1ccc2ccccc2c1,120&109,99&122,98&100,99&82,89,69&52,102&95,95&85
COc1ccc(/C=C2\CCCCC3=C2N=C2SC(C)=CN2C3c2ccc(OC)cc2)cc1 (configuration not stated),102,123,112,103,118,96,102,102
COc1ccc(-c2csc(-c3cc(Cl)cc(Cl)c3Cl)n2)cc1,118,/,111,90,52,/,91,86
NS(=O)(=O)c1ccccc1N/C=C/C(=O)c1cc2ccccc2oc1=O,123,103,95,96,101,64,94,80
CCOC(=O)[C@@H](C)C[C@H](Cc1ccccc1)NC(=O)c1csc([C@@H](C[C@H](C(C)C)N(C)C(=O)[C@@H](NC(=O)[C@H]2C[C@H](O[Si](C)(C)C(C)(C)C)CCN2C)C(C)C)OC(C)=O)n1,12[9.25 µM],-10*[9.25 µM],-5.4*[9.25 µM],5.7*[9.25 µM],/,8.1*[9.25 µM],3.1*[9.25 µM],16[9.25 µM]
CC(C)CCc1nc2ccc(NCc3ccc(OCCN4CCCCCC4)cc3)cc2[nH]1,105,71,79,99,91,46,72,78
FC(F)(F)c1nc2ccccc2n1Cc1nnc(SCc2cn(-c3cccnc3Cl)nn2)o1,87,109,100,94,78,90,85,100
CCNc1nnc2n(Cc3ccccc3)c(=O)c3c4c(sc3n12)CCCC4,87,69,89,60,58,61,/,57
NS(=O)(=O)c1ccc(N=Nc2c(O)n(Cc3ccccc3)c3ccc(Br)cc23)cc1,92,62,81,78,115,82,92,82
COc1cc(/C=C/c2ccccc2)ccc1O,148,105,102,106,107,100,104,121
O=C(NS(=O)(=O)c1cccc(Br)c1)n1cc(-c2ccncc2)c(-c2ccc(Cl)c(O)c2)n1,120,82,100,62,108,69,82,95
CC(=O)OC(C)C(=O)OCC1OC(OC(=O)C(C)OC(C)=O)C(OC(=O)C(C)OC(C)=O)C(OC(=O)C(C)OC(C)=O)C1OC(=O)C(C)OC(C)=O (configuration not stated),103,99,103,106,108,93,108,94
O=C1c2cccc3c([N+](=O)[O-])ccc(c23)C(=O)N1CCCCl,-50*[100 µM],-83*[100 µM],-84*[100 µM],-96*[100 µM],-92*[100 µM],-87*[100 µM],-93*[100 µM],-91*[100 µM]
NC(=Nc1ccccc1)SCCCCCCSC(N)=Nc1ccccc1,63,100,74,73,64,35,81,64
COc1cc2c3c(c4c5cccnc5[nH]c4c2c(OC)c1OC)C(=O)N(O)C3=O,119,100,85,101,81,92,83,78
C=C(CC(=O)OC)C(=O)O,101,102,99,95,98,87,107,96
COc1ccc(OC)c(-c2cc(-c3c[nH]c4ccccc34)nc(N)c2C#N)c1,37,/,-52*,8.5*,2.7*,-16*,2.5*,7.3*

# Screening results (PubChem BioAssay)
